GSK3beta inhib: human GSK3beta kinase inhibition; P49841; GST-GSK3beta kinase, ADP-Glo luminescence, 60 min; active compounds read low; activity score (negative = inhibition), % at 10 µM; 300,000 tested, 0.038% active; AID 2097;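 active = more than half of replicate wells score below -50%, meaning over 50% inhibition versus plate controls; inconclusive = some replicates but at most half score below -50%; inactive = no replicate scores below -50%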;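 also: 0% = median DMSO wells and -100% = median GW8510 positive control wells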
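Assay system: GST-tagged human GSK3beta kinase, cell-free; Input: 1.6 ng GSK3beta; Medium: Tris/MgCl2 kinase buffer; Timing: 60 min enzyme reaction, room temperature; Signal: ADP-Glo luminescence quantifying ADP generated by kinase; Evaluation: score relative to plate controls; Benchmarks: DMSO neutral wells and GW8510 at 20 µM as positive.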
HSF1 inhib: HSF1 inhibition | NIH3T3-HGL HSE-luciferase, MG132-induced, luminescence 8 h; active compounds read low | 300,000 tested, 0.77% active | activity change, negative = inhibition, % at 7.5 µM (by protocol);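 active = more than half of replicate wells show activity change below -50%, luminescence cut by over half; inconclusive = some wells, but at most half, below -50%; inactive = no replicate well below -50%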;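 also: luciferase reports HSF-1 transcriptional activity via heat shock element; 0% = median of DMSO wells and -100% = zero luminescence signal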
PolyA inh: blocks polyadenylation in yeast reporter cells; AID 1875; calls only at 12 µM; S. cerevisiae SKY197-pL101 polyadenylation reporter, beta-gal luminescence; efflux-impaired pdr1/pdr3 knockout yeast; score 100 = 6 SD above DMSO; 300,000 tested, 0.02% active;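 active = lowest replicate activity score at least 50, where 100 means six control SD above control mean; inconclusive = lowest score under 50 but half or more replicates reach 50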;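 also: yeast exposed to compound for 9 h at 30 °C; higher score means more reporter readthrough which indicates perturbed polyadenylation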
Platelet DG rel: modulates dense granule release in human platelets | human platelet-rich plasma, SFLLRN dense granule ATP release, luminescence | inhibition, %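 (compounds screened at 7.5 µM in platelet-rich plasma)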 | 300,000 tested, 0.22% active;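 active = mean replicate score, as percent of positive control, at or above 50; inconclusive = mean below 50 but at least one replicate at or above 50; inactive = mean and every replicate below 50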
HSP90 refold inh: blocks HSP90-mediated luciferase refolding in reticulocyte lysate; Rabbit reticulocyte lysate, luciferase refolding luminescence, 3 h; inhibition, % at 5.6 µM; 290,000 tested, 0.91% active;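 active = inhibition above the screen-wide mean plus 3 SD, computed separately per campaign, cut at about 16% in these data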;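 also: 0% = DMSO wells and 100% = 60 µM geldanamycin wells; inhibitors lower the luminescence because luciferase stays unfolded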
HDAC3 inh: blocks human histone deacetylase 3; recombinant HDAC3, fluorogenic peptide/trypsin coupled, fluorescence; 320,000 tested, 0.15% active; inhibition, % at 8.3 µM; AID 2718; in the data active = inhibition above about 26%, passing the limit was not always enough; inconclusive = no clear call, values can overlap the other calls
Target sequence (O15379 whole entry, looked up): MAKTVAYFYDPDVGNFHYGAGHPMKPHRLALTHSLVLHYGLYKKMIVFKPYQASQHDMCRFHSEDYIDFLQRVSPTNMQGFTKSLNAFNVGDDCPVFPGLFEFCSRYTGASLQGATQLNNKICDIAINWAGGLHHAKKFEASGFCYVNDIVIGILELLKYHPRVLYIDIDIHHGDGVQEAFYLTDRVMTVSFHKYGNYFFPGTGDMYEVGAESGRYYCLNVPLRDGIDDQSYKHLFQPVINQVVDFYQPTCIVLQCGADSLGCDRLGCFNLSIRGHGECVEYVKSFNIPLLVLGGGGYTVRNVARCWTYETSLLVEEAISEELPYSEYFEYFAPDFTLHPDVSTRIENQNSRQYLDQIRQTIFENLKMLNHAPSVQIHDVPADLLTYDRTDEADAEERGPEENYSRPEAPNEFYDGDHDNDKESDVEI
HSF-1 act: increases HSF-1 driven luciferase reporter signal; NIH3T3-HGL HSF-1 luciferase reporter, MG132, 8 h; 100% = twice DMSO control signal; activation, % at 9 µM; 300,000 tested, 1.7% active;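 active = mean replicate activation of at least 50% with a set share of replicates each reaching 50%; inconclusive = only one of those two conditions met; inactive = mean below 50% and too few replicates reaching it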;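 also: 0% = median of the neutral control wells and 100% = twice that signal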
AI-2 QS modul: modulates the Vibrio harveyi AI-2 quorum sensing system; Vibrio harveyi JMH597 AI-2 luminescence/OD600 ratio, 9 h; active compounds read low; strain lacks LuxN and CqsS sensors; 0 = neutral-control median; 300,000 tested, 0.4% active; activity change, % at 7.5 µM; in the data active = activity change below about -75%, passing the limit was not always enough; inconclusive = no clear call, values can overlap the other calls;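 also: luminescence divided by OD600 gain over 9 h not by final OD600 alone; inactives centre near 13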
GSK3A inh: inhibitors of human GSK-3 alpha kinase; ADP-Glo luminescence, 60 min; inhibition, % at 10 µM; 320,000 tested, 0.1% active; AID 2650;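 in the data active = inhibition above about 50%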;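 also: GST-tagged GSK-3 alpha with peptide substrate and 25 µM ATP; 0% = DMSO neutral wells and 100% = GW8510 positive control wells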
Target sequence (P49840 whole entry, looked up): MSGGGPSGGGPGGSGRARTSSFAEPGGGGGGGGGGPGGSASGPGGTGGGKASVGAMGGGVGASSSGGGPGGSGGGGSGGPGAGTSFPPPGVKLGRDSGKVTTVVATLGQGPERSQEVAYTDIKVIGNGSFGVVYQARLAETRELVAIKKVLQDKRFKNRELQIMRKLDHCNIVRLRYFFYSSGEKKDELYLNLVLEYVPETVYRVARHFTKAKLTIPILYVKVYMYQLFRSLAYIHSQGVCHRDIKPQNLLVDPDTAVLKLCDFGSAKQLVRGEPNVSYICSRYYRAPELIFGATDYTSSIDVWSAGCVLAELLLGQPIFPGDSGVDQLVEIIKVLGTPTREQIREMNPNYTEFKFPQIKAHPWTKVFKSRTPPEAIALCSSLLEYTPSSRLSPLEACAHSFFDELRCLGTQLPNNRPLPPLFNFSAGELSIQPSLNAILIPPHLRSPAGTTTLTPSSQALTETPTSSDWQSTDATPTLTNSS
Dyrk1A ADPGlo: inhibitors of rat Dyrk1A kinase; Q63470; ADP-Glo luminescence, NFATc1 peptide; inhibition, % at 12.5 µM; 310,000 tested, 0.43% active; AID 504441; in the data active = inhibition above about 50%;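 also: plate controls were vehicle with enzyme for no effect and no enzyme for full effect; many of its hits are not listed in these tables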
* marks the source's active call; other numbers are inactive results; i = inactive; ? = inconclusive; / = not tested or not shown. Only part of the results is shown; count on the stated rates, not on these rows.

SMILES	GSK3beta inhib	HSF1 inhib	PolyA inh	Platelet DG rel	HSP90 refold inh	HDAC3 inh	HSF-1 act	AI-2 QS modul	GSK3A inh	Dyrk1A ADPGlo
CC(=O)C1C(c2ccc(C)cc2)c2c(n[nH]c2C)CC1(C)O (stereo not given)	0	-3	i	1	4	-1	-9	3	-3	-2
CCCCn1c(N)c(N(CCOC)C(=O)c2ccc(Br)s2)c(=O)[nH]c1=O	-2	18	i	6	/	-3	15	28	2	-10
O=C(O)COc1ccccc1/C=N/NC(=O)CSc1nnc(SCc2ccc(Cl)cc2)s1	-1	10	i	2	-3	7	0	9	-1	-12
COc1ccc(C(C)C)cc1S(=O)(=O)NCc1ccccn1	-2	1	i	-1	-2	-6	-7	12	0	1
Cc1csc(NC(=O)CSc2nccn2C)n1	0	-3	i	-5	2	-12	2	21	1	0
CC(=O)NC(=S)Nc1sc2c(c1C#N)CCCCC2	2	-22	i	10	4	/	-29	36	/	-4
CCOc1ccc(C2C(C(=O)c3cccs3)=C(O)C(=O)N2Cc2cccnc2)cc1OC (stereo not given)	1	0	i	0	0	3	6	18	-3	-5
CCOC(=O)CSc1nnc(CNC(=O)c2cccs2)n1Cc1ccccc1	2	-10	i	18	1	1	0	14	-7	4
Cc1ccc(C(C)C)c(OCc2n[nH]c(=S)o2)c1	0	3	i	7	-1	-2	11	6	-3	-2
CC(C)(C)C(=O)NCCc1nc2ccccc2n1CC(=O)c1ccc(Cl)cc1	1	10	i	-2	-3	4	-5	18	-2	5
Cc1ccc(NC(=O)CCC(=O)NNS(=O)(=O)c2ccccc2)c(C)c1	-2	-8	i	-31	-3	-13	-6	29	1	-9
O=C(N/N=C/c1ccncc1)C1CC1(c1ccccc1)c1ccccc1 (stereo not given)	-2	9	i	7	3	4	?	15	-3	6
COc1ccccc1CNS(=O)(=O)c1c(C)[nH]c(C)c1C(=O)N1CCCCC1	2	-1	i	-2	-3	4	5	-4	-2	0
Cc1ccc([N+](=O)[O-])cc1N=C(c1cccc(Br)c1)N1CCOCC1	0	2	i	-1	-2	-6	9	-7	-2	5
COc1cc(/C=C/c2ccc3cccc(O)c3n2)c(Br)cc1O	2	17	i	0	-2	2	21	5	-4	-5
CCOC(=O)c1nn(-c2ccccc2C)c(=O)c(C#N)c1C	-1	-1	i	10	1	1	-6	1	0	-5
C=CCNC(=O)COc1ccc(S(=O)(=O)Nc2ccc(OCC)cc2)cc1	1	2	i	-3	-3	1	33	13	-5	-3
Cc1[nH]c2c(C)cccc2c1CC(=O)O	2	-3	i	2	5	-1	-12	11	3	9
CCOC(=O)C(=NC(C)CC)NNc1ccc(Br)cc1 (stereo not given)	2	5	i	6	-1	7	0	15	-2	0
CN(C)c1ccc(-c2nn3c(C4CCCCC4)nnc3s2)cc1	-1	-5	i	2	-2	0	-10	14	7	1
COc1ccc(-n2c(Cc3cccn3C)nnc2SCC(=O)NCC2CCCO2)cc1 (stereo not given)	-25	-2	i	6	2	0	-5	12	-4	5
CCCc1cc(=O)oc2cc(OCC(=O)NCc3cccs3)ccc12	3	-7	i	-5	3	-2	-10	12	2	9
COc1ccc(C2C(C(=O)OC(C)C)=C(C)N=c3s/c(=C\c4cccs4)c(=O)n32)cc1 (stereo not given)	0	-5	i	8	-8	10	-9	15	0	1
CCOC(=O)c1ccccc1NC(=O)COC(=O)CCC(=O)c1ccc(C)cc1	0	0	i	/	/	1	-1	9	-3	-4
C#CCNC(=O)C1=C[C@H](c2ccc(Br)cc2)[C@@H](CCCO)[C@H](OCC)O1	2	-10	i	-1	4	5	-19	13	0	-7
CCOC(=O)c1c(C)nc2c(c1-c1ccccc1)C(=O)c1ccccc1-2	0	-3	i	-1	-1	-1	27	18	/	2
CCOP(=O)(OCC)c1nc(-c2ccc(Cl)cc2Cl)oc1N1CCOCC1	-5	9	i	0	5	2	8	22	-2	-2
O=C(COC(=O)c1ccc(S(=O)(=O)Nc2ccccc2)cc1)NCCN1C(=O)CSC1=O	0	-8	i	-1	-1	-5	27	27	-1	-2
N#Cc1ccc(Cn2c(=O)oc3ccccc32)cc1	-2	-4	i	5	-4	-7	5	16	-2	4
CC1(C)Cc2cccc(C(=O)Nc3ccc(F)cc3F)c2O1	5	-2	i	-3	0	3	1	12	2	/
O=C(CN1CCN(c2ccc(F)cc2)CC1)c1ccc(O)cc1O	-1	-7	i	9	-4	4	14	16	-2	0
O=C(COC(=O)c1c(Cl)ccc(Cl)c1Cl)NC1CCS(=O)(=O)C1 (stereo not given)	-4	0	i	1	5	4	-1	-4	-3	-1
COc1ccc(-c2cc(C(=O)N3CCN(c4ncccn4)CC3)c3ccccc3n2)c(OC)c1	0	-10	i	-19	-4	/	-25	9	-1	-6
N#CCC1c2ccccc2CCN1C(=O)Nc1cccc(C(F)(F)F)c1 (stereo not given)	-20	-3	i	1	0	-3	-5	8	1	6
CN(C)c1ccc(C(=O)OCC(=O)NCC2CCCO2)cc1 (stereo not given)	0	23	i	2	2	9	?	0	0	-3
CCCc1nnc(SCC(=O)N2CCCC(C)C2)n1CCOC (stereo not given)	2	1	i	-6	6	-2	-7	5	-3	-3
O=C(CN1CCSCC1)N1CCc2[nH]c3ccc(Br)cc3c2C1	0	2	i	-76	8	/	15	?	/	/
Cc1ccc(CNC(=O)C(C)OC(=O)c2cccs2)cc1 (stereo not given)	2	-2	i	0	-5	-5	-4	13	0	-2
Cc1ccc(S(=O)(=O)NC2=NCN(C)CN2)cc1[N+](=O)[O-]	-2	2	i	0	3	2	-1	7	0	-6
O=C(NCc1ccccc1)c1ccc(Cl)c(NC2=NC3CS(=O)(=O)CC3S2)c1 (stereo not given)	1	-2	i	-6	2	/	20	13	2	0
Cc1cccc2sc(N(CCN(C)C)C(=O)c3cc(Cl)sc3Cl)nc12	1	4	i	-53	-3	-4	38	-15	3	/
Cc1cc(C)c2[nH]c(=O)c(C(c3nnnn3Cc3ccc4c(c3)OCO4)N3CCC(C)CC3)cc2c1 (stereo not given)	0	7	i	-21	1	1	21	11	2	-6
N#CCCOC1(C#CCN2CCCC2)CCCCC1	2	-3	i	5	-3	-13	1	21	-4	/
Cc1cc(C(=O)N(C)C)sc1-c1ccccc1	2	22	i	-1	-4	-1	39	19	-6	-5
CSc1ccccc1OCc1cc(C(=O)N(C)C2CCCc3ccccc32)no1 (stereo not given)	2	16	i	-5	-2	2	36	4	1	-3
COc1ccc(-c2noc(C3CCCN(C(=O)c4ccc(F)cc4)C3)n2)cc1 (stereo not given)	-1	-5	i	-1	-2	-1	21	11	-4	-4
CC(C)Cn1c(CCNC(=O)c2ccco2)nc2ccccc21	-1	10	i	2	0	1	17	39	3	-5
COc1ccc(S(=O)(=O)c2cnc3ccccc3n2)cc1	-2	-2	i	3	4	-1	6	-39	0	2
COC(=O)CCCC(=O)Nc1ccc(Cl)c(Cl)c1	2	1	i	6	-2	-4	4	-2	-1	-10
COc1cccc(-n2cnnn2)c1	2	8	i	-2	8	-2	-18	-1	2	-9
Nc1[nH]c(N=NC(=O)c2ccc(Cl)cc2)c2ccccc12	3	11	i	-1	-4	9	22	14	-2	2
O=C(CSc1c2c(nc3ccccc13)CCCC2)NCc1ccco1	2	40	i	-1	1	2	86*	15	3	-6
CCNS(=O)(=O)c1ccc(CCC(=O)O)cc1	0	-8	i	2	-1	-3	-4	18	-2	0
Cc1c(Br)c([N+](=O)[O-])nn1C(C)C(=O)NCc1ccco1 (stereo not given)	3	-1	i	-15	8	7	14	3	0	-1
CC(=O)N1N=C(c2ccc(C)o2)CC1c1cccc(F)c1 (stereo not given)	1	3	i	4	-1	2	4	8	0	-4
CCCNC(=O)CC(NS(=O)(=O)c1ccc(Cl)cc1)c1ccco1 (stereo not given)	2	-4	i	-14	2	-5	1	-5	-5	-5
Cc1ccc2nc(SCC(=O)NCc3ccc(S(N)(=O)=O)cc3)[nH]c2c1	-6	1	i	-2	3	0	5	9	7	4
Cc1ccc(C(=O)N2CCCCC2)cc1S(=O)(=O)N1CCCC1	-6	0	i	20	1	0	-1	1	-2	5
c1ccc(C(c2nnnn2Cc2ccco2)N2CCN(C3CCCC3)CC2)cc1 (stereo not given)	1	0	i	4	2	-1	-12	34	-1	20
CC1CCN(c2c(NCC3CCC(C(=O)Nc4ccccn4)CC3)c(=O)c2=O)CC1 (stereo not given)	-1	-1	i	-5	-5	12	-6	7	4	8
Later entries:
SMILES	GSK3beta inhib	HSF1 inhib	PolyA inh	Platelet DG rel	HSP90 refold inh	HDAC3 inh	HSF-1 act	AI-2 QS modul	GSK3A inh	Dyrk1A ADPGlo
CN(C)C(=O)c1ccc(NS(=O)(=O)c2ccc3c(c2)OCCO3)cc1	3	-43	i	3	-2	4	-53	29	-4	1
COCCCNC(=S)N1CCN(S(=O)(=O)c2ccc(OC)cc2)CC1	0	4	i	-5	0	-2	-6	7	-5	-8
CC12COC3(C(=O)Nc4ccccc4)CC1CCC32C (stereo not given)	1	3	i	-28	-1	-2	1	-4	-1	-6
CC(=O)N1CCc2cc(Br)cc(S(=O)(=O)N3CCCCC3)c21	-1	-9	i	2	-2	-1	-2	11	-1	-3
CCCCN1C(=O)CN(CCc2ccccc2)C(=O)C1c1ccc(OC)cc1 (stereo not given)	1	-5	i	-1	0	1	4	16	0	-2
CSCC[C@H](NC(=O)OC(C)(C)C)C(=O)N1CCC(C(=O)N[C@@H](C)C(=O)O)CC1	0	-12	i	-5	-1	/	4	18	/	7
CCOC(=O)C1C(=O)CC(C)(O)C(C(=O)OCC)C1c1cccs1 (stereo not given)	-2	-13	i	21	4	2	9	11	-4	-3
Cc1ccc(-c2n[nH]c(S(C)(=O)=O)c2C#N)cc1	4	4	i	2	-3	5	3	12	-2	2
COc1ccc(C(=O)Nc2cccc(C(=O)NCc3ccco3)c2)cc1	7	-8	i	-1	-1	1	-10	24	-1	-3
CCCCCCNC(=O)CCNS(=O)(=O)c1ccc(C)cc1	5	-7	i	-1	1	-5	9	26	-1	2
CC(C)(C)c1cc(C(=O)NNc2cc(C(F)(F)F)ccc2Cl)n(Cc2ccccc2)n1	-2	1	i	0	-1	1	6	63	2	2
CS(=O)(=O)N1CC(C(=O)NC2CCCC2)Oc2ccc(Cl)cc21 (stereo not given)	4	9	i	9	0	-4	42	1	-2	2

Assay outcomes deposited in PubChem by several laboratories.
